Bioassay records: PubChem, several laboratories
Pf gamet viab: P. falciparum stage V gametocyte viability inhibition; P. falciparum stage V gametocytes, ATP luminescence, 24 h; inhibition, % at 10.9 µM; 0.065% of 150,000 active; AID 743093;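 active means inhibition above the mean plus 3 SD of compounds within the control limits, set per campaign, cut at about 38% in these data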;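 further: 0% = DMSO wells and 100% = medium only without gametocytes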
Cdc42 wt GTP: changes GTP binding to wildtype human Cdc42; GST-Cdc42 beads, Bodipy-GTP binding, flow cytometry; actives lie on both sides; percent activity (GTP binding), % at 10 µM; 0.2% of 190,000 active; AID 761;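 active means percent activity GTP binding at least 20 points away from the 100% baseline, either down as inhibitor or up as activator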;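 further: median bead fluorescence of bound Bodipy-FL-GTP at 100 nM; 0% = excess unlabeled GTP control and 100% = no compound control; below 100% means less GTP binding so inhibitor and above means activator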
Target sequence (P60953 whole entry, looked up): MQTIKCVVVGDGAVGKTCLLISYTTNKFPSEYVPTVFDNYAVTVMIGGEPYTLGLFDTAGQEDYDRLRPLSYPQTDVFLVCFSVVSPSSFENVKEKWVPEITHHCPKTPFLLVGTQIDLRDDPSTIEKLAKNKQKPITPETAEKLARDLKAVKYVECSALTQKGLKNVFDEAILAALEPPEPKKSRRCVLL
GSH fluor: GSH bead compound fluorescence profile. fluorescence (KMESF) at 10 µM. AID 1776. GSH beads flow cytometry, compound fluorescence 488/530 nm; active compounds read high. 0.25% of 190,000 active; in the data active means fluorescence above about 89;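 further: glutathione beads carrying GST-tagged Bcl family fusion proteins plus one bare bead set; values are compound well signal with DMSO vehicle wells as background; inactives centre near 16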
Rac1 wt GTP bind: modulators of human Rac1 wildtype GTP binding. P63000. GST-Rac1 beads, fluorescent GTP binding, flow cytometry; actives lie on both sides; 0 = cold GTP competed, 100 = untreated. GTP binding activity (% of control), % at 10 µM. 0.27% of 190,000 active;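 active means GTP binding activity at least 20 points away from the 100% control level, either lower or higher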
ABCG2 inh: blocks JC-1 efflux by human ABCG2 transporter. Q9UNQ0. IgMXP3 cells, flow cytometry. inhibition, % at 6.6 µM. 0.1% of 190,000 active. AID 1325;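 active means inhibition above 80%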;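 further: 0% = DMSO and 100% = nicardipine control wells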
Target sequence (Q9UNQ0 whole entry, looked up): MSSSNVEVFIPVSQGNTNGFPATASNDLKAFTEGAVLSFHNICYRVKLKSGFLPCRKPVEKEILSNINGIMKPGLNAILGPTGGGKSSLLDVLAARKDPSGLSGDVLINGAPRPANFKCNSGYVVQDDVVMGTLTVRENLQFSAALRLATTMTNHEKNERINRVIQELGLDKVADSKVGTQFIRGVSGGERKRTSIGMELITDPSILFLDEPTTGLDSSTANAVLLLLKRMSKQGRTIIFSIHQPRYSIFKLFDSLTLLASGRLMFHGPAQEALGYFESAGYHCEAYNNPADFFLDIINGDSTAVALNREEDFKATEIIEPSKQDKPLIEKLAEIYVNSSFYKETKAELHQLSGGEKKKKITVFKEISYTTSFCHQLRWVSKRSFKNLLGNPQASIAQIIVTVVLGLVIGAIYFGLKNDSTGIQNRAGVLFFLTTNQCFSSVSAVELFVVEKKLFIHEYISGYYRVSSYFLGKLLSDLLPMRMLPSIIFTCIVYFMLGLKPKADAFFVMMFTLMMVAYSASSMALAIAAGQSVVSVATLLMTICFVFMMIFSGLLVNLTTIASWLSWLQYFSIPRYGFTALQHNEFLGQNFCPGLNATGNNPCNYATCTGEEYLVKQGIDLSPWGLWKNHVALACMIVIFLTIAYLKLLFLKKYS
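Test system: IgMXP3 cells (ABCG2) mixed with DDAO far-red-labelled CCRF-Adr cells (ABCB1). Reagent: JC-1 transporter substrate. Compound dosing: single test compound dose, 6.6 µM final. Times: 10 min compound exposure, 25 °C. Detection: flow cytometry of retained JC-1 fluorescence. Read-out basis: efflux inhibition in percent versus controls. Controls: nicardipine and DMSO wells.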
Rac1 mut GTP: alters GTP binding to activated mutant human Rac1; percent activity (GTP binding), % at 10 µM; P63000; GST-Rac1 activated beads, fluorescent GTP binding, flow cytometry; actives lie on both sides; 100% means binding = to untreated wells; 0.11% of 190,000 active; AID 764;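 active means GTP binding at least 20 percentage points away from the 100% baseline, in either direction, so actives lie on both sides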
HRas wt GTP: human HRas wildtype GTP binding, change in either direction; P01112; GST-Ras wt beads, Bodipy-FL-GTP binding, flow cytometry; actives lie on both sides; GTP binding activity, % at 10 µM; 0.14% of 190,000 active;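 active means GTP binding activity at least 20% away from the 100% baseline, either lowered as inhibitor or raised as activator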;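 further: 0% = unlabeled GTP competition control and 100% = no-compound control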
Target sequence (P01112 whole entry, looked up): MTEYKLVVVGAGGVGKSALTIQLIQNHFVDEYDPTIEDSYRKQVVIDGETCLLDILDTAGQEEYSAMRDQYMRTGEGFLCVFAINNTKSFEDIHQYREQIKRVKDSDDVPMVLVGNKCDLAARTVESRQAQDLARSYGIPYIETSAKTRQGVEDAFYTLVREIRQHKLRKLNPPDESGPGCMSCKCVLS
Rab2A wt mod: changes GTP binding to wildtype dog Rab2A, up or down. P61105. 0.19% of 190,000 active. AID 760. GTP binding activity, % at 10 µM. GST-Rab2 wt beads, Bodipy-GTP binding, flow cytometry;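 active means GTP binding activity at least 20 points away from 100%, either lowered or raised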;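 further: 0% = beads with excess unlabeled GTP and 100% = no-compound control corrected for plate trend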
ABCB1 inh: human ABCB1 inhibition, ABCG2 as counter-screen. CCRF-Adr cells, JC-1 efflux, flow cytometry. AID 1326. P08183. inhibition, % at 6.6 µM. 0.067% of 190,000 active; in the data active means inhibition above about 40%;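 further: 0% = vehicle and 100% = reference inhibitor; higher value means more JC-1 retained so stronger ABCB1 efflux block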
Avidin fluor: compound fluoresces at 488/530 nm on avidin beads | compound fluorescence 488/530 nm, flow cytometry; active compounds read high | fluorescence (KMESF) at 10 µM | 0.38% of 220,000 active | AID 1775; in the data active means fluorescence above about 47; further: inactives centre near 10
Rab7 wt modul: modulators of GTP binding to dog Rab7 wildtype GTPase. GST-Rab7 beads, fluorescent GTP binding, flow cytometry; actives lie on both sides; untreated = 100%, excess cold GTP = 0%. GTP binding activity (percent of control), % at 10 µM. 0.055% of 190,000 active;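 active means fluorescent GTP binding to Rab7 beads changed by at least 20 points from the 100% baseline, either direction, mostly lower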;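 further: median green fluorescence of bound Bodipy-FL-GTP per Rab7 bead population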
The depositor's hits bear a star; · = not tested or not shown.

SMILES	Pf gamet viab	Cdc42 wt GTP	GSH fluor	Rac1 wt GTP bind	ABCG2 inh	Rac1 mut GTP	HRas wt GTP	Rab2A wt mod	ABCB1 inh	Avidin fluor	Rab7 wt modul
CC(C)C1Oc2ccccc2N(CC(=O)NCCCN2C(C)CCCC2C)C1=O (stereo not drawn)	·	101	15	107	-3	101	102	102	3.4	9	103
O=C(Nc1ccc2c(c1)OCO2)c1cc(-c2cccnc2)nc2ccccc12	-1	93	10	91	12	92	91	91	1.8	11	97
CCOC(=O)c1cc2c(=O)n3ccccc3nc2n(CC(C)C)c1=NC(=O)c1ccco1	·	104	11	102	-9	99	101	100	-3.6	9	97
COc1ccnc(CSC(N)=Nc2ccccc2C(F)(F)F)c1	-12	103	10	108	3	100	104	102	0.7	3	105
O=C(Nc1cc(Cl)ccc1O)C1CCCO1 (stereo not drawn)	·	98	27	97	2	95	100	97	0.2	13	99
Cc1ccc(C(=O)c2cc([N+](=O)[O-])ccc2N2CC(C)OC(C)C2)cc1 (stereo not drawn)	·	100	11	104	24	98	99	99	1.0	23	101
O=C(CCSc1ccccc1)NCCSCc1ccccc1	·	99	19	102	6	97	99	96	0.7	12	99
Cc1ccc(NC(=O)CN(C)C(=O)c2ccc(S(=O)(=O)N(C)c3ccccc3)cc2)cc1	-15	95	9	98	1	93	97	96	1.1	23	96
CCCCNS(=O)(=O)c1ccc(NC(=O)C2CCCO2)cc1 (stereo not drawn)	-11	97	8	103	3	99	101	101	0.9	0	97
CCCC(=O)Nc1nc2ccc(OC)cc2s1	·	108	14	109	1	103	104	103	-0.3	25	101
O=C(CCCCCN1C(=O)CCC1=O)Nc1ccc2c(c1)OCO2	9	98	36	95	1	94	96	96	0.2	5	97
Cc1ccc(NNS(=O)(=O)c2ccc(C)cc2)cc1	-9	102	20	100	9	99	103	102	1.4	9	99
O=C(OCc1cc2ccccc2[nH]c1=O)c1ccccc1	·	105	6	105	3	102	102	102	0.5	9	102
CCOC(=O)C1(Cc2ccccc2)CCN(Cc2cccn2-c2nccs2)CC1	·	95	13	104	4	94	101	98	0.6	13	104
COc1ccccc1N(CC(=O)Nc1c(C)cccc1C)S(C)(=O)=O	·	97	11	98	1	97	97	98	0.6	6	99
Cc1ccc(N=C2NC(=O)/C(=C/c3cn(C)c4ccccc34)S2)cc1C	-19	98	18	102	0	100	97	95	1.0	3	96
Cc1sc2ncnc(NC3CCN(Cc4ccccc4)CC3)c2c1C	10	92	15	94	1	94	96	97	0.3	8	102
COc1ccc(/C=C/C(=O)Nc2ccc(OC)cc2[N+](=O)[O-])cc1	·	104	11	102	23	98	98	96	0.4	10	97
CNC(=S)N/N=C/c1ccc2c(c1)OCCO2	·	99	9	104	1	102	102	103	-0.2	8	102
O=C(O)c1cc(Br)ccc1NN=C1CCCCC1	6	102	20	100	0	96	98	96	0.3	10	95
CCOC(=O)c1csc(NNC=O)n1	-16	102	10	102	2	101	98	98	-0.2	1	97
O=C(CSc1nnc(CNc2ccc(Cl)cc2)o1)Nc1nc2c(s1)CCCC2	4	102	43	108	10	98	101	99	0.1	13	104
Cc1cc(C)c(OCC(=O)Nc2ccccc2N2CCOCC2)c(C)c1	·	103	9	105	5	103	104	101	1.2	12	99
C/C=C(/C)C(=O)O[C@@H]1[C@H](OC(C)=O)c2c(ccc3ccc(=O)oc23)OC1(C)C	7	99	18	102	10	99	97	99	0.8	10	96
CN(CCNC(=O)CN1C(=O)CSc2ccc(S(=O)(=O)N3CCCC3)cc21)Cc1ccccc1	5	100	14	105	1	99	98	97	0.3	9	95
More structures follow.
SMILES	Pf gamet viab	Cdc42 wt GTP	GSH fluor	Rac1 wt GTP bind	ABCG2 inh	Rac1 mut GTP	HRas wt GTP	Rab2A wt mod	ABCB1 inh	Avidin fluor	Rab7 wt modul
Cc1ccc(C)c(NC(CC(=O)c2ccccc2)C(=O)OCC(=O)c2cccs2)c1 (stereo not drawn)	2	99	19	103	2	100	100	98	0.4	13	101
CN(C)CC(O)COc1ccc(-c2ccc(C#N)cc2)cc1 (stereo not drawn)	-31	97	55	93	4	95	96	95	0.2	10	94
CCOc1cc(C2c3c(oc4cc(C)c(Cl)cc4c3=O)C(=O)N2Cc2ccco2)ccc1O (stereo not drawn)	-8	95	49	93	13	94	97	95	2.8	8	96
O=C(Nc1ccc(NC(=O)c2ccco2)nc1)c1cccnc1	·	101	19	102	-4	95	99	98	-1.3	40	102
O=C(CCCC(=O)N1CCCc2ccccc21)N1CCCc2ccccc21	·	107	16	108	2	102	105	104	0.6	6	102
O=C1CCCC/C1=C/Nc1ccc(S(=O)(=O)Nc2ncccn2)cc1	·	100	12	100	1	98	100	99	0.3	25	99
Cc1cc(Cl)ccc1OCCCC(=O)N1CCCCC1	0	104	35	108	29	97	99	103	-0.2	10	101
COC(=O)CC1C(=O)NCCN1C(=S)NC(=O)C(c1ccccc1)c1ccccc1 (stereo not drawn)	0	104	9	106	-1	99	101	100	-0.1	22	99
O=c1[nH]cnc2sc3c(c12)CCCCC3	-26	100	16	98	-1	97	97	95	0.0	8	94
CCOc1ccc(C(CC(=O)O)NC(=O)c2ccco2)cc1OC (stereo not drawn)	·	103	22	107	0	99	100	101	-0.3	24	105
CCN1CCc2nc(NC(=O)c3ccccc3)sc2C1	·	103	12	102	6	96	101	99	0.5	11	101
CSc1nc(Oc2ccc(F)cc2F)cc(C(F)(F)F)n1	-10	94	18	94	0	91	96	92	0.1	33	96
COc1cc(NC(=O)c2ccc([N+](=O)[O-])cc2)c(OC)cc1NC(=O)CC(C)C	-21	96	20	96	1	96	97	100	-0.3	9	106
CCCN(CCC)C(=O)CSc1nc2c(sc(=S)n2-c2ccc(OCC)cc2)c(=O)[nH]1	4	90	18	100	-5	91	93	92	-0.9	11	95
CCN(CC)c1ccc(-c2c(C#N)c(N)nc(OC)c2C#N)cc1	·	101	16	101	5	99	99	98	0.4	12	101
CCOc1ccc(-c2nnc(-c3ccccc3)n2-c2ccccc2)cc1	14	100	60	98	4	96	99	100	0.6	9	100
CC(OC(=O)c1ccccc1)C(=O)NCCC1=CCCCC1 (stereo not drawn)	-12	97	31	94	3	97	94	95	0.5	7	94
c1ccc(-n2ncc3c(NCc4ccccn4)ncnc32)cc1	·	100	27	100	3	99	100	100	0.0	13	99
Nc1nnc(SCCOc2ccc(Br)cc2)s1	1	100	30	100	25	95	98	99	-0.5	10	99
COc1ccccc1NC(=O)N(Cc1ccco1)Cc1cc2cccc(C)c2[nH]c1=O	·	99	35	103	28	95	99	97	6.5	10	97
Cc1ccc(NC(=O)C2C(=O)N(CCO)C3(C)CC2c2ccccc2O3)cc1 (stereo not drawn)	·	105	19	106	4	98	102	102	-0.1	19	100
CCCCC(CCC(=O)Nc1cc([N+](=O)[O-])ccc1O)C(=O)O (stereo not drawn)	·	85	10	90	3	84	90	88	-0.2	10	89
O=C(Nc1cc(C(F)(F)F)ccc1-n1cnc2ccccc21)c1ccccc1	2	101	20	102	3	98	99	99	0.5	18	97
CCN(CC(O)CON=C1c2ccccc2-c2ccccc21)S(=O)(=O)c1ccc(C)cc1 (stereo not drawn)	1	96	16	101	2	97	98	97	0.8	17	100
COc1cccc(-c2[nH]nc3c2C(c2ccc(C)o2)C(C#N)=C(N)O3)c1 (stereo not drawn)	·	98	6	98	4	98	101	101	1.0	13	99

Some of these compounds in order of number of heavy atoms, falling:
SMILES	Pf gamet viab	Cdc42 wt GTP	GSH fluor	Rac1 wt GTP bind	ABCG2 inh	Rac1 mut GTP	HRas wt GTP	Rab2A wt mod	ABCB1 inh	Avidin fluor	Rab7 wt modul
CCOc1ccc(C(CC(=O)O)NC(=O)c2ccco2)cc1OC (stereo not drawn)	·	103	22	107	0	99	100	101	-0.3	24	105
CC(OC(=O)c1ccccc1)C(=O)NCCC1=CCCCC1 (stereo not drawn)	-12	97	31	94	3	97	94	95	0.5	7	94
O=c1[nH]cnc2sc3c(c12)CCCCC3	-26	100	16	98	-1	97	97	95	0.0	8	94

(next part)
SMILES	Pf gamet viab	Cdc42 wt GTP	GSH fluor	Rac1 wt GTP bind	ABCG2 inh	Rac1 mut GTP	HRas wt GTP	Rab2A wt mod	ABCB1 inh	Avidin fluor	Rab7 wt modul
O=C(Cn1nnc2ccccc21)OCC(=O)c1ccc(Cl)c(Cl)c1	·	96	14	103	0	92	99	97	0.3	5	95
CC1(C)Cc2cccc(OCC(=O)N3CCN(S(=O)(=O)c4ccc(F)cc4)CC3)c2O1	·	101	28	103	2	99	101	101	2.2	17	99
COc1ccc([N+](=O)[O-])cc1NC(=O)CCc1ccccc1	-2	99	7	101	1	96	99	98	0.1	8	100
CCN1CCN(C(=O)c2oc(=O)c3ccccc3c2-c2ccc(C)cc2)CC1	·	105	19	106	-2	103	104	103	-1.9	10	101
O=C(O)c1cc(N/N=C2/CC(c3ccccc3)Oc3ccccc32)ccc1Cl (stereo not drawn)	·	90	7	81	-4	88	89	84	-0.6	15	94
O=C(CSc1nnc(-c2cccnc2)n1Cc1ccco1)NCc1ccc2c(c1)OCO2	17	104	14	102	3	101	102	101	0.4	35	100
CCn1ncc(Br)c1C(=O)Nc1ccc2c(c1)OCCO2	-18	97	16	98	8	95	97	102	-0.1	8	108
CC(C)NC(=O)c1ccccc1NC(=O)Cc1ccc([N+](=O)[O-])cc1	2	94	19	97	1	97	97	103	-0.1	8	107
Cc1ccc2nc(/C(C#N)=C\c3ccc(Oc4ccc(C(F)(F)F)cc4[N+](=O)[O-])cc3)[nH]c2c1	·	98	8	99	-15	97	98	97	-1.5	9	97
COc1ccc(/C=N/Nc2nonc2N)c(OC)c1	·	95	10	96	1	97	96	96	-0.2	21	94
CCc1nc(N2CCCC2C(=O)O)c2oc3ccccc3c2n1 (stereo not drawn)	·	100	32	103	1	98	99	100	0.0	15	98
C/C(=N\N=C(/N)SC1CC(=O)N(c2cccc(Cl)c2)C1=O)c1cccs1 (stereo not drawn)	-19	101	6	102	-1	97	99	98	-0.5	6	100
CC1CCc2cc(F)ccc2N1C(=O)CSc1nnc(-c2cccs2)n1C (stereo not drawn)	·	99	12	97	1	96	98	101	-0.1	23	98
CC(=O)Nc1ccc(OC(=O)c2cc3ccccc3oc2=O)cc1	·	99	29	102	22	97	100	99	0.8	12	99
COc1ccccc1N1CCN(C2CC(=O)N(C)C2=O)CC1 (stereo not drawn)	8	102	13	99	1	97	102	100	0.5	11	105
CC1(C)CC(=O)c2c(nc(SCC(=O)Nc3nsc(-c4ccccc4)n3)c(C#N)c2-c2ccccc2)C1	·	98	10	94	7	92	97	96	5.5	10	94
Cc1nnc(SCC(=O)Nc2cccc(C(F)(F)F)c2)n1Cc1ccco1	·	99	24	103	8	99	99	98	0.5	34	98
COc1ccc(C=Nc2cccc3c(=O)[nH][nH]c(=O)c23)c2ccccc12	·	100	9	102	11	98	98	97	0.9	38	103
CCOC(=O)Cc1c(Sc2ccccc2)c2cc(C)ccc2n1C	-1	103	10	103	4	99	100	100	0.4	12	99

Rows are unselected. Share with any hit: about 1.1%.
